Compound activity: PubChem, several laboratories
HTR1E agonist: agonists of human 5-HT1E serotonin receptor. P28566. CHO 5-HT1E Ga15 NFAT-bla reporter, FRET; 0% DMSO wells, 100% control agonist wells. activation, % at 6 µM. 65,000 tested, 0.69% active. AID 574;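 active = activation above a set limit, the screen-wide mean activation plus 3 SD, cut at about 8.5% in these data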;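 note: 100% = positive control agonist at 1 µM giving full maximal response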
S1P1 ag pot: S1P1 (human) agonism or agonism potentiation; P21453; 56,000 tested, 0.57% active; AID 449; S1P1 CRE-bla cells, forskolin, beta-lactamase FRET, potentiator mode; S1P1 agonist co-added at EC20, 2 nM; 100% = saturating reference agonist, 0% = basal; activation, % at 9.5 µM;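 active = activation above a cutoff set at the mean activation of all tested compounds plus 3 SD, cut at about 54% in these data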;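 note: forskolin at 4 µM as EC80 and the EC20 agonist is SEW2871; 100% = SEW2871 at its EC100 plus forskolin at EC80; some compounds past the cut are filed as inactive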
SF-1 act: activates the human nuclear receptor SF-1 | CHO-K1 Gal4-SF-1 LBD luciferase reporter; % increase over DMSO SF-1-specific signal | activation, % at 10 µM | 65,000 tested, 1.9% active | AID 522;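 active = activation above the mean activation of all tested compounds plus 3 SD, cut at about 50% in these data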
Target sequence (Q13285 whole entry, looked up, the tested form may be a part): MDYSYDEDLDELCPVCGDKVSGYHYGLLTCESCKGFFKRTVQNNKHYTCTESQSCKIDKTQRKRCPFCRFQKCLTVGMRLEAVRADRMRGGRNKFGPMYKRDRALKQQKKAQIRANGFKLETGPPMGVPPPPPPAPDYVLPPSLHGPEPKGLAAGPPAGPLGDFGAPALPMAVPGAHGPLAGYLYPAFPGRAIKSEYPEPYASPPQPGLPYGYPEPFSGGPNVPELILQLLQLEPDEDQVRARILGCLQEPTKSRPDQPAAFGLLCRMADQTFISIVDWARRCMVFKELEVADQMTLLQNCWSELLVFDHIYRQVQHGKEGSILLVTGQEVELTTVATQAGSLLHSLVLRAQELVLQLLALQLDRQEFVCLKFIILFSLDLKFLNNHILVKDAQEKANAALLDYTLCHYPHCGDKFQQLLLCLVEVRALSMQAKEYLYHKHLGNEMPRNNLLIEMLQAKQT
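Assay system – CHO-K1 cells with Gal4–hSF-1 LBD chimera plus Gal4-driven luciferase · Quantity – 4,000 cells per well · Times – compound added 1 h post-seeding, 20 h exposure at 37 °C, 5% CO2 · Measured by – luciferase light emission · Benchmarks – DMSO and mock-transfected background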
RORA act: activates the human nuclear receptor RORA; P35398; CHO-K1 Gal4-RORA LBD luciferase reporter, luminescence; percent increase over mock-subtracted basal signal; activation, % at 10 µM; 65,000 tested, 1.5% active; AID 560;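 active = activation above the mean of all tested compounds plus 3 SD, cut at about 49% in these data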;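 note: 0% = DMSO-treated RORA cells and 100% = added signal equal to DMSO minus mock-transfected cells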
5HT1E antag: 5-HT1E (human) receptor antagonism. P28566. CHO 5-HT1E Ga15 NFAT-bla reporter, FRET, antagonist. inhibition, % at 6 µM. 65,000 tested, 0.99% active. AID 571;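 active = inhibition above a set limit, the mean inhibition across every tested compound plus 3 SD, cut at about 29% in these data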;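 note: signal is the 460 over 535 nm emission ratio of beta-lactamase substrate; 0% = agonist plus DMSO wells and 100% = wells without agonist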
5-HT1A blocker: antagonists of human 5-HT1a serotonin receptor | AID 612 | 62,000 tested, 0.68% active | CHO 5-HT1a Ga15 NFAT-bla reporter, antagonist mode | inhibition, % at 10 µM;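 active = inhibition above the mean of all tested compounds plus 3 SD, cut at about 43% in these data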;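 note: receptor stimulated by 5-CT agonist at 100 nM near EC80; beta-lactamase reporter measured by ratiometric fluorescence of a cleavable substrate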
AP ELISA ortho: alternative pathway complement inhibition, orthogonal assay; Human serum alternative complement pathway, LPS-coated ELISA, C3 deposition; tested in compound mixtures; inhibition, % at 5 µM; 62,000 tested, 0.08% active;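 active = inhibition above 30% in each of the two pooled mixtures holding the compound, so the lower value exceeds 30%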;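 note: 0% = serum in Mg-EGTA without compound and 100% = EDTA serum blank; some compounds past the cut are filed as inactive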
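Assay system: human serum alternative complement pathway, C3 deposition on LPS-coated wells; Dosing: 5 µM per compound in ten-compound mixtures; Detection: Anti-C3 ELISA, OD 450 nm; Buffer or medium: Mg2+-EGTA GVB++ buffer containing human serum at 1:15 dilution; Timing: 1 h at 37 °C; Replication: two different pools per compound.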
tolC growth inh: growth inhibitors of E. coli BW25113 tolC mutant; OD615; growth inhibition, % at 10 µM (by protocol); 65,000 tested, 2.2% active;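 active = growth inhibition at or above a cutoff equal to the mean over every tested compound plus 3 SD, cut at about 60% in these data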;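 note: growth measured after 20 h incubation at 37 °C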
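System: E. coli ΔtolC::kan strain BW25113; Buffer or medium: LB broth supplemented with 50 µg/mL kanamycin; Compound: 10 µM final, single dose; Incubation: bacterial growth with compound for 20 h at 37 °C; Signal: A615 absorbance measurement; Evaluation: growth inhibition in percent.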
S1P3 agonist: activates the human S1P3 receptor. Q99500. S1P3 NFAT-BLA reporter cells, agonism, FRET ratio; relative to 1 µM S1P, basal subtracted. activation, % at 4.5 µM. 60,000 tested, 0.1% active. AID 373;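 active = activation above the screen-wide mean plus 3 SD, cut at about 4.5% in these data, passing the limit was not always enough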; note: some compounds called inactive have numbers as strong as hits
Target sequence (Q99500 whole entry, looked up): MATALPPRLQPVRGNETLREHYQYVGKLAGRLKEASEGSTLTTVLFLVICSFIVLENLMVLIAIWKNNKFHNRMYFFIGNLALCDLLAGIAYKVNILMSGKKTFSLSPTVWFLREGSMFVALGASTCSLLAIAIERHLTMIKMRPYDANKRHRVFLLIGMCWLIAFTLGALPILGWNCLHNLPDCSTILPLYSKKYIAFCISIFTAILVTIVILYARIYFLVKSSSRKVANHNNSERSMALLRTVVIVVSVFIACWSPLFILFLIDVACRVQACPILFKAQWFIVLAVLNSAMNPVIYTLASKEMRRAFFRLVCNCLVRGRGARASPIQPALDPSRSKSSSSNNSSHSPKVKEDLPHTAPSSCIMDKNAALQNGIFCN
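Assay system: stable CHO line with human S1P3, Gα16, NFAT-BLA reporter; Detection: FRET β-lactamase substrate fluorescence, excitation 405 nm, 460/535 nm emission ratio, background-subtracted; Read-out: percent activation versus median 1 µM S1P response, basal-subtracted, per plate; Incubation: cells plated overnight, compound 4 h 37 °C, substrate 2 h RT.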
* hit, by the source's call; . = no result given. Outcome played no part in choosing rows; overall some 7.1% were active at least once.

SMILES	HTR1E agonist	S1P1 ag pot	SF-1 act	RORA act	5HT1E antag	5-HT1A blocker	AP ELISA ortho	tolC growth inh	S1P3 agonist
COCCNC(=O)CN1CCC(n2c(C)nc3cc(C(F)(F)F)ccc32)CC1	-0.3	-10.8	-5.5	0.8	1.1	-6.9	8.7	-20.1	0.5
COC(=O)CSc1nnc(CNC(=O)c2ccccc2OC)n1C	-0.4	10.1	-5.7	10.1	5.6	5.1	10.7	-24.5	-0.2
O=C(CSc1nnc2ncccn12)N1CCCCCC1	0.0	3.0	19.1	-26.0	0.8	0.4	6.5	-7.9	-0.9
COc1ccccc1NC(=O)CN1CCN(CC(=O)Nc2ccc(F)cc2)CC1	0.2	-26.8	10.9	29.3	-4.8	-12.3	12.6	3.4	0.0
Cc1noc(C)c1S(=O)(=O)N(CC(=O)N1CCn2c1nc1ccccc12)c1ccc(C(C)C)cc1	1.8	0.8	4.8	6.2	-8.8	0.0	14.7	10.3	-1.3
CCC(c1nnnn1CCc1ccccc1)N1CCN(c2ccc(OC)cc2)CC1 (centres undefined)	-0.1	-6.4	-4.8	19.3	15.7	28.6	-5.2	-2.2	-1.3
CC(C)C1NC2(C(=O)c3ccccc3C2=O)C2C(=O)N(c3ccc(F)cc3)C(=O)C12 (centres undefined)	-0.4	.	-3.4	-5.9	-6.6	-7.2	-1.0	-5.8	.
S=c1nc(-c2ccccc2)n(Cc2ccco2)c2c1CCCC2	0.4	-19.2	-1.7	6.0	-0.2	20.5	0.6	-3.5	-0.9
O=C(CN1C(=O)c2ccccc2C1=O)Nc1ccc(S(=O)(=O)NCC2CCCO2)cc1 (centres undefined)	0.7	-11.9	-7.6	14.8	-4.7	-13.7	-5.0	-11.6	-1.1
COC(=O)CCc1c(C)nn(-c2ccccc2)c1C	-0.3	4.0	9.3	30.5	3.5	-2.6	-20.1	-7.5	-0.7
Cc1cc(N2CCC(C(=O)NC3CCCCC3)CC2)nc(-c2ccccc2)n1	-1.1	12.2	-2.3	-10.4	5.9	1.6	-5.3	-2.5	0.0
O=C1CC(Cc2ccccc2)C(=O)N1Cc1ccco1 (centres undefined)	0.1	-16.2	-11.5	-6.8	1.5	-9.6	9.2	-9.3	-0.4
Cc1cc(C)cc(OCC(O)CN2C(=O)NC(C)(C)C2=O)c1 (centres undefined)	0.3	-6.4	-1.4	-0.9	0.2	-1.3	16.5	-5.1	-0.3
COC(=O)c1ccc(NC(=O)c2ccc3c(c2)OCO3)cc1	-1.4	22.8	53.3*	45.7	5.2	6.0	1.7	-17.2	-0.6
O=C(NCCc1ccccc1)C1CCCN(C(=O)NC2CCCCC2)C1 (centres undefined)	-0.8	6.2	-5.7	-20.0	9.2	-1.7	8.0	-11.0	0.1
COc1ccc(-n2c(Cc3cccn3C)nnc2SCC(=O)Nc2ccc(C(C)=O)cc2)cc1	-0.1	-38.6	-17.1	7.5	-6.6	0.9	12.8	-3.2	0.3
CS(=O)(=O)n1nc(OC(=O)c2cccc3ccccc23)cc1N	-0.6	64.6*	-2.6	18.0	-1.7	42.8*	-3.1	2.0	-1.7
CCOc1ccc(NC(=O)C2CCN(S(=O)(=O)c3c(C)n[nH]c3C)CC2)cc1	-2.2	-7.5	-13.4	0.7	-8.9	3.0	11.7	-20.2	-0.5
COc1ccc(C2CC(=O)c3cnc(NC(=O)c4ccccc4OC)nc3C2)c(OC)c1 (centres undefined)	-0.5	-3.9	-11.5	-3.6	-4.6	11.2	5.8	16.5	-1.4
O=C(NC1(C(F)(F)F)NC(=O)N(Cc2ccco2)C1=O)c1cccnc1 (centres undefined)	-0.4	2.5	-5.9	2.1	-1.6	-10.3	2.9	-28.2	-0.5
CCN(CCCNC(=O)Cn1cc2c(n1)CCCC2)c1cccc(C)c1	-0.8	4.9	-6.5	10.1	1.2	1.3	8.9	0.0	-1.8
COC(=O)c1ccccc1NC(=O)CN(C)S(=O)(=O)c1ccc(OC)c(C)c1	-0.5	10.8	-8.3	-0.1	0.8	8.0	0.6	13.0	-0.7
COc1ccc(NC(=O)C2C(=O)N(CCO)C3(C)CC2c2ccccc2O3)cc1 (centres undefined)	-0.7	8.9	-5.9	10.0	9.8	11.6	10.8	-31.0	-1.0
CC(C)C(=O)NC(C)C(c1cccs1)N1CCN(C)CC1 (centres undefined)	-0.1	3.3	7.5	-11.1	-0.9	-6.4	19.0	-22.3	-0.7
COc1ccc(C2C3=C(CC(c4ccco4)CC3=O)Nc3ccccc3N2C(C)=O)cc1 (centres undefined)	0.1	.	-0.4	-6.4	-2.2	-3.3	4.1	9.1	-0.6
Continuation:
SMILES	HTR1E agonist	S1P1 ag pot	SF-1 act	RORA act	5HT1E antag	5-HT1A blocker	AP ELISA ortho	tolC growth inh	S1P3 agonist
Cc1ccc(-c2nn(C)c(=O)c3ccccc23)cc1S(=O)(=O)N1CCOCC1	0.3	-29.9	-8.1	-4.7	17.0	-1.2	3.5	2.2	0.0
Cc1csc2nc(CSc3ccc(Cl)cc3)cn12	0.2	2.1	31.6	-6.5	-2.1	-27.0	6.8	33.2	0.2
O=c1c2ccccc2nc(SCc2nnc(-c3ccccc3Br)o2)n1Cc1ccco1	0.0	7.2	-8.9	-12.8	-4.1	11.1	21.0	28.6	-1.0
Cn1c(N)c(C(=O)COC(=O)C2(c3cccc(F)c3)CCCC2)c(=O)n(C)c1=O	-0.6	-6.2	0.1	13.3	12.1	2.1	19.6	31.4	-1.6
COc1ccc(OCCSc2nnc3sc4ccccc4n23)cc1	-1.4	-0.6	15.2	18.0	-6.2	-7.0	-23.6	27.8	-0.3
CCOC(=O)CSc1nnc(CNC(=O)c2cccs2)n1-c1cc(C)ccc1C	-0.3	9.5	12.2	11.0	3.6	4.9	-3.3	-9.4	0.7
NC(CC(=O)OC1CCCCC1)C(=O)OC1CCCCC1 (centres undefined)	0.1	3.1	-11.5	8.4	5.5	-7.1	-5.5	25.0	-0.6
Cc1ccccc1NC(=O)c1cc(S(=O)(=O)N2CCOCC2)ccc1F	0.2	-2.2	1.6	-8.0	-11.2	1.9	11.4	4.9	0.0
COC(=O)C(NC(=O)c1ccc(F)cc1)(Nc1nc(C)cs1)C(F)(F)F (centres undefined)	-0.3	-6.0	9.6	-4.5	4.8	.	.	15.7	-2.5
Cc1cc(NC(=O)c2ccccc2F)n(-c2nc3ccccc3[nH]2)n1	-0.2	14.8	-9.4	21.6	13.2	18.2	.	16.5	-1.1
CC(=O)Nc1ccc(S(=O)(=O)Nc2ncccn2)cc1	-0.1	-7.7	1.4	-19.9	-1.7	-1.8	13.8	-8.7	-1.3
COc1ccc(C(c2nnnn2C(C)(C)C)N2CCN(C)CC2)cc1OC (centres undefined)	-0.3	4.0	18.7	-3.9	-7.7	1.0	6.1	-10.2	-0.1
CCn1c(SCC(=O)Nc2cc(C)on2)nc2sc(C)c(C)c2c1=O	-0.4	-6.4	0.0	-7.0	15.2	-1.2	0.8	-0.7	1.6
O=C(O)C1C2C=CC(C3CC23)C1C(=O)NCCc1ccccc1 (centres undefined)	0.4	-7.4	33.4	1.4	2.8	5.3	15.8	-4.9	-0.4
Clc1ccc(-c2noc(CN3CCN(c4ccccc4)CC3)n2)cc1	-0.5	4.5	-6.9	-5.9	-0.6	-7.4	11.8	3.8	-0.3
COc1ccc(-c2ccc(-c3noc(-c4ccccc4OC)n3)c(OC)n2)cc1	0.1	-6.0	-5.0	21.3	-14.1	-10.4	-7.1	7.4	-1.3
Cc1c(C(=O)NCc2ccccc2)oc2ccc(S(=O)(=O)N3CCCC3)cc12	1.5	12.7	16.6	-3.8	8.2	-5.0	5.9	17.2	-0.9
CCn1c(-c2ccco2)nc2ccccc21	-0.9	-0.6	42.4	6.7	-2.3	-2.4	6.5	6.4	-0.2
COc1ccc(CC(=O)Nc2c3c(nn2-c2cccc(C)c2C)CS(=O)C3)cc1 (centres undefined)	19.1*	1.7	5.4	4.2	-0.4	0.1	15.0	0.3	0.8
CCCN(CCC)CCCNC(=O)c1ccc2c(c1)N(CC)C(=O)c1ccccc1S2=O (centres undefined)	-1.1	-0.9	-6.8	-18.3	-5.0	-1.2	12.1	-13.2	0.1
Cc1c(NC(=O)C2CCCCN2S(=O)(=O)c2ccc(Cl)cc2)c(=O)n(-c2ccccc2)n1C (centres undefined)	1.0	-13.5	-7.9	-0.2	-6.6	-5.8	27.8	-11.8	-1.3
CCCC(=O)Nc1ccc(NC(=O)c2ccco2)cn1	1.3	.	15.1	32.1	10.6	13.2	7.1	-2.1	.
CC1(C)CC(=O)C(C=NCc2cccnc2)=C(O)C1	0.1	.	9.7	-5.4	-12.0	-8.2	4.2	-10.7	-0.7
COc1ccc2c(c1)CCc1c(C(=O)NCc3ccc(F)cc3)noc1-2	0.6	-6.5	1.3	25.5	4.8	-0.4	17.4	-13.9	-1.8
COC(=O)C1(C(F)(F)F)N=C2Sc3ccccc3N2C(N2CCOCC2)=N1 (centres undefined)	-0.3	-31.4	-10.8	-15.4	5.0	6.8	14.3	-3.7	0.7
The results go on:
SMILES	HTR1E agonist	S1P1 ag pot	SF-1 act	RORA act	5HT1E antag	5-HT1A blocker	AP ELISA ortho	tolC growth inh	S1P3 agonist
Nc1nc(CN2CCN(c3ccccn3)CC2)nc(Nc2ccc(F)cc2)n1	-1.2	1.2	-6.5	-12.4	0.0	-3.1	11.5	16.6	-0.5
CNc1oc(-c2ccccc2)nc1C#N	-0.4	7.6	-4.8	7.0	-7.5	1.1	15.3	-13.4	-1.6
CCC1c2ccc(C)n2CCN1C(=O)Nc1ccccc1OC (centres undefined)	-1.1	-3.5	5.0	-8.7	1.0	6.5	4.9	-2.7	-0.7
O=C1CCCC2=C1C1(CCCC1)N=C(Nc1nc3ccccc3s1)N2	1.1	.	-28.0	-9.4	-11.9	-6.2	14.4	-8.4	-0.9
COc1ccc(NC(=O)CSc2nnc(Cn3c(=O)sc4ccccc43)n2C)cc1OC	0.5	-17.7	-4.6	-4.9	2.1	0.7	21.1	-8.7	0.1
CN(C)c1ccc(NC(=O)CC2NCCNC2=O)cc1 (centres undefined)	0.6	.	-4.8	-2.7	-11.2	1.9	26.2	-14.5	-0.9
